KB-V1 cytotox – kills drug-selected multidrug resistant KB-V1 cells; KB-V1 MDR cells viability, CellTiter-Glo, 72 h; Potency, µM (series often up to 46.1 µM), without a hit: top-dose activity change, negative = cytotoxicity, most hits filed as cytotoxic; 3.4% of 400,000 active; also: potency is read from the fitted curve at half-maximal effect; % is scaled to controls: 0 for no effect and ±100 for the full control effect; nearly all actives have a fitted effect of over 60% in size
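Cells of the MDR subline KB-V1 are plated, dosed with compound at multiple concentrations, and incubated 72 h at 37 degrees C; CellTiter-Glo is then added and luminescence read after 10 min.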
HT1080 IDH1KD tx – toxicity to HT-1080 IDH1 knockdown cells (counter line); HT-1080 IDH1 knockdown viability, ATP luminescence, 48 h; Potency, µM (top dose mostly 46.1 µM), inactives show top-dose activity, negative = toxicity, most hits filed as cytotoxic; 2% of 360,000 active; AID 686971;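 also: potency is read from the fitted curve at half-maximal effect; 0% = DMSO wells and -100% = cell-free medium wells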
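Using the IDH1-knockdown HT-1080 line run in the same batch and compound series as the NT line, viability after 48 h at 37 °C was determined by CellTiter-Glo luminescence and expressed as % activity.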
KB-3-1 cytotox – KB-3-1 parental cell cytotoxicity; KB-3-1 viability, CellTiter-Glo ATP luminescence, 72 h; Potency, µM (titrated, usually from 46.1 µM), for the others: top-dose activity change, negative = cytotoxic, actives largely listed as cytotoxic; 1.4% of 400,000 active; AID 1347075; also: potency is read from the fitted curve at half-maximal effect; % is scaled to controls: 0 for no effect and ±100 for the full control effect; nearly all actives have a fitted effect of over 60% in size
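Cytotoxicity measured as CellTiter-Glo luminescence after 72 h at 37 C. Compound titrations were pinned onto drug-naive KB-3-1 parental adenocarcinoma cells grown in DMEM with 10% FBS, and normalized data fitted to concentration-response curves.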
D3 ag – activates the human D3 dopamine receptor; 0.58% of 410,000 active; AID 652048; P35462; max activation, %; D3R DiscoveRx beta-arrestin cells, luminescence, 90 min; in the data active = max activation above about 30%; also: 0% is about no effect; mostly tested at two doses, the higher about 12 µM
Target sequence (P35462 whole entry, looked up): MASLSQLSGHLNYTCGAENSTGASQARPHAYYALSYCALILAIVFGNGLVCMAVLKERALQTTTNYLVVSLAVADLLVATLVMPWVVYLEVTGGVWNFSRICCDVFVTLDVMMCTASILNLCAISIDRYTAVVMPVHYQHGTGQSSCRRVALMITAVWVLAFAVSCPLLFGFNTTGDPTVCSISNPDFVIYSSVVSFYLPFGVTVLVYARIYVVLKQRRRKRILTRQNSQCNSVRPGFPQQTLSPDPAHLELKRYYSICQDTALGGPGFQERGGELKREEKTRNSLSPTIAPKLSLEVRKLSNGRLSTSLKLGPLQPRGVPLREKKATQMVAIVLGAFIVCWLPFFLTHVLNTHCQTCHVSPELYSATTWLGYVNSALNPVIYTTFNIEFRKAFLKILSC
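Agonist mode: compounds and dopamine controls were applied to plated cells for 90 min at 37 degrees C after an overnight attachment at 1500 cells/well. Luminescent read-out followed 30 - 60 minutes at room temperature with DiscoveRx detection reagent.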
IL-1B inflam inh – inflammasome signaling inhibition, IL-1 beta readout; 4.7% of 360,000 active; AID 743279; activity change, % at 57.5 µM; THP-1 LPS/ATP IL-1B secretion, AlphaLISA, 16 h; active compounds read low; in the data active = activity change below about -50%; inconclusive = mostly about -30% to -49%; also: % is scaled to controls: 0 for no effect and ±100 for the full control effect
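Secreted IL-1B measured by AlphaLISA bead assay after 16 h compound exposure of THP-1 cells; compounds (final up to 57.5 uM) added 1 h before LPS (250 ng/mL) and ATP (1.25 mM) stimulation; lower signal means less secretion.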
GLP-1R agonist – agonists of human GLP-1 receptor. HEK293 GLP-1R CRE-luciferase, luminescence, 4-6 h; cells express a hypersensitive GLP-1R form. 0.007% of 380,000 active. Potency, µM (titrated, usually from 45.6 µM), without a hit: at the highest dose activation, hits mostly activators; also: potency is read from the fitted curve at half-maximal effect; % of control where 0% means no effect
Target sequence (P43220 whole entry, looked up): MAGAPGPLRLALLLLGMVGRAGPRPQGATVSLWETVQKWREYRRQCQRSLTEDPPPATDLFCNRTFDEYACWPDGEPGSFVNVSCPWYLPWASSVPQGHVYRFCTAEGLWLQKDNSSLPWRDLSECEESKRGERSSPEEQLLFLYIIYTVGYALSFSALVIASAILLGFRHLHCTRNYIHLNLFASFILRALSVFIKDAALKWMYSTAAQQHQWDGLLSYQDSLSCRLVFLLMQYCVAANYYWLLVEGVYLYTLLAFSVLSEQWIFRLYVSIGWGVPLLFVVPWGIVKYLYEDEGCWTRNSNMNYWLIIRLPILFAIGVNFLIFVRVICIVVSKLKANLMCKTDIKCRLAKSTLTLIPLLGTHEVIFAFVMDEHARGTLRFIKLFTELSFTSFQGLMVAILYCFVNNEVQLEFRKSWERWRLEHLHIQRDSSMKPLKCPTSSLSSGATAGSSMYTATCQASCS
SW480 rerep – DNA re-replication induction in SW480 cells; Potency, µM (top dose mostly 46.1 µM), for inactives: at the top dose re-replication activation, most hits filed as activators; SW480 DNA re-replication, Hoechst DNA content imaging, 48 h; 1.8% of 340,000 active; also: potency is read from the fitted curve at half-maximal effect; % of control where 0% means no effect; nearly all actives have a fitted effect of over 55% in size
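SW480 cells exposed to compounds for 48 hr at 37 C, 5% CO2, then Hoechst-stained 40 min. Nuclear DNA content imaged by fluorescence scanning (405 nm excitation, 500-530 nm emission); re-replication scored as increased high-intensity nuclei.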
D3 antag – antagonists of human D3 dopamine receptor | max response, negative = inhibition, % | AID 652054 | 2.5% of 360,000 active | D3R cells, DiscoveRx beta-arrestin luminescence, antagonist mode; active compounds read low | P35462; in the data active = max response below about -50%; inconclusive = no clear call, values can overlap the other calls; also: % is scaled to controls: 0 for no effect and ±100 for the full control effect; mostly tested at two doses, the higher about 12 µM
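Cells expressing the human receptor were seeded at 1500 cells/well, incubated overnight at 37 degrees C in 5% CO2, then exposed to library compounds with dopamine controls for 90 minutes at 37 degrees C before luminescent detection.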
HT1080-NT tox – kills 2HG-producing HT-1080-NT fibrosarcoma cells | HT-1080-NT fibrosarcoma viability, CellTiter-Glo ATP luminescence, 48 h | Potency, µM (top dose mostly 46.1 µM), inactives show at the highest dose activity, negative = less viability, hits mostly cytotoxic | 1.6% of 360,000 active | AID 686970;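 also: NT is the 2HG producing partner of a matched IDH1 knockdown line; potency is read from the fitted curve at half-maximal effect; 0% = DMSO-treated cells and -100% = media-only wells without cells; nearly all actives have a fitted effect of over 55% in size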
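Luminescent CellTiter-Glo readout after 48 hours of compound exposure at 37 degrees C defined viability of HT-1080-NT cells. Activity was normalized to DMSO wells and cell-free media wells; concentration-response curves were fitted and assigned curve classes.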
* marks the source's active call; other numbers are inactive results; ? = inconclusive; · = no result given; [ ] = another dose, or the depositor's remark. Unless noted, calls follow the shape of the dose curve; as a rule, active = well fitted curve in the direction sought with a large enough effect; inconclusive = small, poorly fitted or top-dose-only effect, or another doubt; inactive = no such curve, though single readings can be large; an effect the other way counts as inactive or inconclusive.

SMILES	KB-V1 cytotox	HT1080 IDH1KD tx	KB-3-1 cytotox	D3 ag	IL-1B inflam inh	GLP-1R agonist	SW480 rerep	D3 antag	HT1080-NT tox
OC(COc1ccc2cc(Br)ccc2c1)Cn1ccnc1 (configuration not stated)	14%	-6%	-37%	0	-9	-1%	?	11	-3%
CC(C)CCN1CCN(CCCc2ccccc2)CC1CCO (configuration not stated)	-3%	1%	12%	-15	-13	4%	?	-15	2%
CCOC(=O)C1=CCN(S(=O)(=O)c2ccc(F)cc2)C1c1ccc(Br)cc1 (configuration not stated)	3%	?	0%	5	-28	0%	·	8	?
COc1cccc(CN(C)C(=O)CC[C@H]2O[C@@H](n3cnc4c(NC(=O)c5ccccc5)ncnc43)[C@H](O)[C@@H]2O)c1	2%	13%	0%	0	-17	-5%	·	?	13%
COc1cc(/C=N/NC(=O)NC2CCCCC2)cc(OC)c1O	0%	-1%	-14%	4	2	28%	3%	11	-12%
CCOc1ccc(-n2ccnc2SCC(=O)Nc2nnc(CC)s2)cc1	0%	-8%	0%	1	13	5%	-11%	-16	-2%
CC(=O)c1c(C(C)=O)c(C)n(-c2nc(-c3ccc(C)c(C)c3)c(C)s2)c1C	0%	-7%	-17%	1	-67*	2%	3%	22	-1%
Cc1ccc(NP(=O)(c2ccc(N(C)C)cc2NC(=O)c2cccs2)N2CCOCC2)cc1Cl (configuration not stated)	-14%	-13%	0%	1	?	3%	?	1	-12%
Cc1cccc(NC(=O)CN(C)S(=O)(=O)c2ccccc2)n1	0%	2%	7%	1	37	2%	-3%	?	14%
CSc1nnnn1-c1ccc(C(=O)OCC(=O)N2CCOCC2)cc1	7%	-1%	5%	-2	18	1%	-4%	20	1%
Cc1ccc(S(=O)(=O)N2CCN(C3CC4CCC3C4)CC2)cc1 (configuration not stated)	12%	14%	24%	-23	5	13%	1%	-61*	0%
OCc1cccc(-c2csc(C(O)(c3ccccc3)C(F)(F)F)n2)c1 (configuration not stated)	2%	?	0%	6	37	5%	·	-10	-25%
CCOC(=O)c1ccc(NC(=O)CCc2nnc3ccc(N4CCN(C)CC4)nn23)cc1	16%	?	14%	1	21	6%	?	-9	?
COc1ccccc1NS(=O)(=O)c1cccc(C(=O)NCC(c2ccco2)N2CCCCC2)c1 (configuration not stated)	-17%	-6%	0%	-31	-7	-4%	-1%	-16	1%
CCOC(=O)C1(CCCc2ccccc2)CCN(C(=O)c2cncs2)CC1	?	-24%	-14%	-7	-23	7%	-1%	-3	-14%
Fc1ccccc1OCCCCn1cncn1	24%	7%	-4%	8	19	-2%	-6%	2	8%
Cc1ccc(-n2cc(CN3CCC(O)(c4ccccn4)CC3)c(-c3ccc(F)cc3)n2)cc1	?	?	-13%	-2	-103*	3%	?	?	16µM*
COc1ccc(C2=NOC(C(=O)NCc3cccnc3)C2)cc1OC (configuration not stated)	?	-24%	?	5	28	13%	?	35	0%
COc1cc(/C=N/NC(=O)CN(Cc2ccco2)S(=O)(=O)c2ccccc2)ccc1O	-19%	0%	12%	6	0	15%	-3%	4	1%
COC(=O)c1ccccc1NC(=O)C1CCN(C(=O)c2ccc(OC)cc2)CC1	-5%	15%	7%	1	-1	2%	-6%	20	22%
O=C(CN1CCN(S(=O)(=O)c2cccc(Br)c2)CC1)N1CCCCC1	-3%	-4%	15%	3	21	3%	-6%	-10	4%
COc1ccc(Cl)cc1NC(=O)CC(C)=O	-9%	-11%[9.24 µM]	6%	4	12	-10%	-1%	-6	-17%
CC[C@@]1(C(=O)OC)N[C@H](CN(C)C(=O)Nc2ccccc2)[C@@H]2C(=O)N(Cc3ccccc3)C(=O)[C@@H]21	18%	7%	-3%	24	-2	1%	4%	8	13%
COCCCNc1ncnc2c1nc1n2CCCC1	-6%	-1%	2%	-14	73	-4%	-7%	-24	-5%
Cn1nc(C(C)(C)C)cc1N1C(=O)CCC1(C)C(=O)Nc1ccc2c(c1)OCCO2 (configuration not stated)	18%	10%	0%	4	3	-4%	·	11	21%
SMILES	KB-V1 cytotox	HT1080 IDH1KD tx	KB-3-1 cytotox	D3 ag	IL-1B inflam inh	GLP-1R agonist	SW480 rerep	D3 antag	HT1080-NT tox
O=S1(=O)CC(N2CC=CC2)CN1Cc1cn(Cc2ccc(F)cc2)nn1 (configuration not stated)	-29%	2%	9%	-3	9	3%	·	-52*	-2%
CCN(CC(=O)Nc1c(F)cccc1F)C(=O)CCCN1C(=O)c2ccccc2C1=O	6%	-2%	-1%	5	26	-5%	·	-1	1%
COc1ccccc1-n1cc(-c2ccc(Cl)cc2)[nH]c1=O	5%	2%	7%	5	0	9%	8%	-4	0%
CC(C)(C)NCC(O)COc1ccccc1C(=O)CCc1ccccc1 (configuration not stated)	-24%	?	-8%	-7	-77*	-3%	?	-21	16µM*
COc1ccc(-n2cc(CNCC3CCOCC3)c(-c3cccc(F)c3)n2)cc1	-3%	-28%	-6%	-2	-56*	3%	?	0	?
O=C(Nc1ncc2c(n1)-c1ccccc1CC2)c1ccccc1	-32%	13%	-16%	-1	-15	0%	-18%	-8	6%
CSc1ccc(CNC(=O)C2Cc3cc(S(=O)(=O)N4CCCC4)ccc3N2C(C)=O)cc1 (configuration not stated)	2%	7%	-23%	2	?	-2%	-4%	2	-2%
Cc1onc(-c2ccccc2)c1C(=O)NCC1CCCO1 (configuration not stated)	9%	10%	-3%	2	18	-1%	-5%	-21	15%
C=CCc1ccc(OCc2ccc(C(=O)O)o2)c(OC)c1	31%	0%	6%	4	10	-4%	-9%	-10	-3%
CCN1CCCC1CNC(=O)Cn1cccc1C(=O)c1ccccc1C (configuration not stated)	4%	6%	6%	2	-12	6%	1%	-17	3%
Fc1cccc(-c2c(-c3ccccc3)ncc3cc(F)ccc23)c1	-4%	-22%	11%	9	26	26%	-7%	2	-10%
COc1ccc(/C=C/C(=O)OCC(=O)N(C)CC(=O)Nc2ccc(C)cc2)c(OC)c1	13%	13%	5%	-1	0	2%	0%	10	-2%
Cc1ccc(C(=O)NC2CC(C)(C)NC(C)(C)C2)cc1S(=O)(=O)N1CCCCC1	17%	0%	-2%	-11	-9	11%	-63%[inhibitor]	1	-21%
N#CC(Cc1cccs1)c1nc2ccccc2[nH]1 (configuration not stated)	2%	4%	7%	3	0	-3%	·	15	-1%
Cc1cc(NC(=O)CSc2nc3cc(Cl)ccc3s2)no1	3%	-1%	-4%	-3	29	-8%	-1%[9.22 µM]	?	-1%
CCOC(=O)c1c(/N=C/C2=C(O)CC(C)(C)CC2=O)sc(C)c1C	8%	9%	30%	1	3	-4%	-7%	-7	11%
COc1cc(C#Cc2c(-c3cncn3C)n(C)c3ccc(Br)cc23)cc(OC)c1	?	?	?	8	0	0%	?	10	?
CC1CCc2sc(C(=O)NN)cc2C1 (configuration not stated)	4%	-7%	5%	1	-12	-3%	-2%	2	-14%
C[C@H]1CN([C@@H](C)CO)C(=O)CCCn2cc(nn2)CO[C@@H]1CN(C)C(=O)Nc1cccc(F)c1	?	7%	-2%	3	12	6%	·	7	1%
CC1CCN(C(=O)CSc2nnc(-c3ccco3)o2)CC1	-20%	15%	-9%	2	-6	0%	-3%	-1	19%

Structures from the list above containing four or more nitrogen atoms, in the order listed:
SMILES	KB-V1 cytotox	HT1080 IDH1KD tx	KB-3-1 cytotox	D3 ag	IL-1B inflam inh	GLP-1R agonist	SW480 rerep	D3 antag	HT1080-NT tox
COc1cccc(CN(C)C(=O)CC[C@H]2O[C@@H](n3cnc4c(NC(=O)c5ccccc5)ncnc43)[C@H](O)[C@@H]2O)c1	2%	13%	0%	0	-17	-5%	·	?	13%
CCOc1ccc(-n2ccnc2SCC(=O)Nc2nnc(CC)s2)cc1	0%	-8%	0%	1	13	5%	-11%	-16	-2%
Cc1ccc(NP(=O)(c2ccc(N(C)C)cc2NC(=O)c2cccs2)N2CCOCC2)cc1Cl (configuration not stated)	-14%	-13%	0%	1	?	3%	?	1	-12%
CSc1nnnn1-c1ccc(C(=O)OCC(=O)N2CCOCC2)cc1	7%	-1%	5%	-2	18	1%	-4%	20	1%
CCOC(=O)c1ccc(NC(=O)CCc2nnc3ccc(N4CCN(C)CC4)nn23)cc1	16%	?	14%	1	21	6%	?	-9	?
Cc1ccc(-n2cc(CN3CCC(O)(c4ccccn4)CC3)c(-c3ccc(F)cc3)n2)cc1	?	?	-13%	-2	-103*	3%	?	?	16µM*
CC[C@@]1(C(=O)OC)N[C@H](CN(C)C(=O)Nc2ccccc2)[C@@H]2C(=O)N(Cc3ccccc3)C(=O)[C@@H]21	18%	7%	-3%	24	-2	1%	4%	8	13%
COCCCNc1ncnc2c1nc1n2CCCC1	-6%	-1%	2%	-14	73	-4%	-7%	-24	-5%
Cn1nc(C(C)(C)C)cc1N1C(=O)CCC1(C)C(=O)Nc1ccc2c(c1)OCCO2 (configuration not stated)	18%	10%	0%	4	3	-4%	·	11	21%
O=S1(=O)CC(N2CC=CC2)CN1Cc1cn(Cc2ccc(F)cc2)nn1 (configuration not stated)	-29%	2%	9%	-3	9	3%	·	-52*	-2%
C[C@H]1CN([C@@H](C)CO)C(=O)CCCn2cc(nn2)CO[C@@H]1CN(C)C(=O)Nc1cccc(F)c1	?	7%	-2%	3	12	6%	·	7	1%

Rows were taken by chance; about 12% have a hit in one of these screens.
